LGR2 antag: blocks bursicon-induced cAMP signaling via Drosophila LGR2 | HEK293 LGR2, CRE-luciferase, bursicon-stimulated, 4 h | inhibition, % at 9.99 µM | hit rate 0.35% among 380,000;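 active = drop in luminescence signal, shown as inhibition above about 50% in the replicate tests, limit read from the data, passing the limit was not always enough; inconclusive = probably only some replicates passing the limit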;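 also: agonist challenge used bursicon conditioned medium at about half maximal strength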
esBAF inh: SWI/SNF esBAF complex inhibition; mouse ES cells, Bmi1-luciferase knock-in reporter, 24 h; 100% = twice the neutral-well signal; reporter increase, % at 12.5 µM; hit rate 2% among 350,000; in the data active = activation above about 40%; inconclusive = no clear call, values can overlap the other calls;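 also: 0% = median of the plate's neutral control wells and 100% = double that signal; a rise in the Bmi1 reporter signal indicates esBAF inhibition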
Statin myotox sup: suppressors of simvastatin-induced myotoxicity in C2C12 myotubes. ATP luminescence, 48 h; scaled: DMSO 0, geranylgeraniol control 100. rescue of ATP level, % at 7.49 µM. hit rate 0.78% among 330,000. AID 602340;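 active = mean ATP rescue above about 67%, or every replicate alone reaching that limit, limit read from the data, passing the limit was not always enough; inconclusive = no clear call, values can overlap the other calls; inactive = mean under the limit and some replicate under it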;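 also: myotubes were challenged with 10 µM simvastatin during compound exposure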
S100A4 inh HTS: inhibitors of human S100A4 binding to myosin IIA peptide | S100A4/TAMRA-MyoIIA peptide fluorescence polarization | inhibition, % at 10.7 µM | hit rate 0.14% among 360,000;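 active = mean inhibition of at least 70% across replicates, with every replicate also reaching that level; inconclusive = mean inhibition reaches 70% but some replicates fall short; inactive = mean inhibition below 70%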
Target sequence (P26447 whole entry, looked up): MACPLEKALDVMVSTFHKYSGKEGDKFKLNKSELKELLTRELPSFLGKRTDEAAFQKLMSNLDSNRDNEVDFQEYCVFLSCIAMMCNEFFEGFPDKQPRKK
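System – human S100A4 monomer protein, biochemical binding assay · Buffer or medium – Calcium-containing HEPES buffer, pH 7.2 · Timing – 5 min between mix addition and reading · Also added – TAMRA-labelled myosin IIA heavy-chain peptide probe, 5 nM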
CASP6 VEID inh: blocks human caspase-6 cleavage activity. purified caspase-6, Z-VEID-R110 cleavage fluorescence. hit rate 0.53% among 350,000. inhibition, % at 12.5 µM. AID 686996. P55212;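 active = mean inhibition across replicates at least about 35%, with every replicate also reaching that limit, limit read from the data; inconclusive = only one of the two criteria met; inactive = neither criterion met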;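 also: 0% = median of neutral control wells and 100% = no fluorescence left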
Target sequence (P55212 24-179 limits assumed): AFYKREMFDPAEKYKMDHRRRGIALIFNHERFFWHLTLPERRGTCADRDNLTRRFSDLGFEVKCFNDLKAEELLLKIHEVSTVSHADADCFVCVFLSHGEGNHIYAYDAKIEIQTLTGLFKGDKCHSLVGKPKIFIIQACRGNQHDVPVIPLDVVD
Target sequence (P55212 194-293 limits assumed): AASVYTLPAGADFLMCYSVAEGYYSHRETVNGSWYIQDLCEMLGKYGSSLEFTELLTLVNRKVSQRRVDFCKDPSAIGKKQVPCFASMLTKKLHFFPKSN
SIRT5 inh: inhibitors of human sirtuin-5 desuccinylase; Q9NXA8; Purified SirT5, succinyl-peptide AMC, trypsin-coupled fluorescence; inhibition, % at 15 µM; hit rate 1.1% among 330,000; AID 652115; in the data active = inhibition above about 15%; inconclusive = no clear call, values can overlap the other calls
Target sequence (Q9NXA8 whole entry, looked up): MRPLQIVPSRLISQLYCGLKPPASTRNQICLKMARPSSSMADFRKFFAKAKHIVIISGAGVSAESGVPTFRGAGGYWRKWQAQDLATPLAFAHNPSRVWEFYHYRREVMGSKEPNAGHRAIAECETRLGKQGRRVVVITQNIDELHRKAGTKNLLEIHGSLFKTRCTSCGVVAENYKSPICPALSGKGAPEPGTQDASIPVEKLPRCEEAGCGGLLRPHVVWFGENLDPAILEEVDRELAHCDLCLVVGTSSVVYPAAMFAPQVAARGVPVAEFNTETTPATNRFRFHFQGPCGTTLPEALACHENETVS
FN deposit inh: fibronectin deposition inhibition. hit rate 0.086% among 350,000. AH1F fibroblasts, Alexa488-fibronectin deposition fluorescence, overnight. inhibition, % at 12.6 µM;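 active = mean inhibition across replicates of 30% or more, regardless of how many single replicates reach that level; inconclusive = mean under 30% yet at least half of replicates reach 30%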;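 also: positive control wells lacked labelled fibronectin entirely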
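Material: AH1F fibroblasts assembling fluorescent fibronectin matrix; amount: 10000 AH1F cells/well; medium: DMEM, 2% serum; reagent: Alexa488-fibronectin, 24 nM final in well; dosing: single compound dose, delivered by pin transfer; incubation: 1 h adhesion, overnight exposure; detection: fluorescence after three HBSS washes, excitation 485 nm, emission 525 nm; measure: fibronectin deposition inhibition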
Active calls of the source: *; ? = inconclusive; · = not tested or not shown; & = joins results of further samples. Only part of the results is shown, so the mix of outcomes need not match the whole.

SMILES	LGR2 antag	esBAF inh	Statin myotox sup	S100A4 inh HTS	CASP6 VEID inh	SIRT5 inh	FN deposit inh
O=C(COc1ccc2c3c(c(=O)oc2c1)CCC3)N1CCN(c2ccccc2)CC1	8	5	13	21	5	4	4
CC(=O)Nc1cccc(N=NN2CCCCC2)c1	14	1	-4	2	-2	4	6
O=c1[nH]c(CN2CCOCC2)nc2cc(Cl)ccc12	3	-2	2	9	0	1	3
Cc1noc(C)c1S(=O)(=O)Nc1ccc2c(c1)C(=O)N([C@@H](C)CO)C[C@@H](C)[C@@H](CN(C)S(=O)(=O)c1ccccc1)OCCCC[C@@H](C)O2	4	7	·	-4	-4	3	0
CCn1c(COc2ccc(=O)n(-c3ccccc3)n2)nnc1SCc1ccc(C)cc1	·	-8	-23	·	·	·	0
CC1CN2C(c3ccc([N+](=O)[O-])cc3)=CSC2=N1 (stereo not given)	12	1	4	4	-3	-2	-8
Cc1cccc(-c2nc(C#N)c(N3CCCCCC3)o2)c1	-33	73*	0	·	·	·	·
Cc1ccc(C)c(S(=O)(=O)N2CCCCC2CCNC(=O)C(=O)NCc2cccnc2)c1 (stereo not given)	10	4	0	0	1	0	4
COC(=O)C(NC(=O)c1ccccc1)(Nc1cc(C)cc(C)n1)C(F)(F)F (stereo not given)	·	4	6	·	·	·	2
O=c1c2ccccc2nc2n1CCN2Cc1ccc(Cl)cc1	-6	?	8	0	2	-12	·
O=C(Nc1ccc(S(=O)(=O)Nc2ncccn2)cc1)c1cccc(S(=O)(=O)N2CCCC2)c1	-17	-2	-13	-1	-1	-6	4
CCCNC(=O)Nc1ccc2c(c1)OC[C@@H](C)N(Cc1ccccc1)C[C@@H](C)[C@@H](OC)CN(C)C2=O	-6	0	24	2	0	5	-2
O=C(N/N=C/c1cccc(O)c1)NC1CCCCC1	-2	19	2	1	3	1	-4
CC(C)CC1NC(=O)c2ccc(Cl)cc2-n2c1nc1ccc(F)cc1c2=O (stereo not given)	-12	·	·	-8	1	-1	-24
CCN(CC)C(=O)c1[nH]cnc1C(=O)Nc1ccon1	0	-3	5	4	0	·	-22
O=C(CNS(=O)(=O)c1c(Cl)cccc1Cl)OCc1csc(-c2ccccc2)n1	-14	·	·	17	-2	1	9
C[C@@H]1CN([C@H](C)CO)S(=O)(=O)c2ccc(C3=CCCCC3)cc2O[C@@H]1CN(C)C(=O)Cc1cccnc1	12	2	-12	5	-2	15*	·
COc1ccc(CN2C(=O)[C@@H]3Cc4c([nH]c5ccccc45)C(C)(C)N3C2=O)cc1	18	4	-9	3	4	-5	11
COc1ccc2c(c1)c(C(C)=O)c(C)n2CCc1ccc(OC)c(OC)c1	4	-7	0	0	1	-4	-4
Cc1ccc(C(=O)N/C(=C\c2ccc3c(c2)OCO3)C(=O)Nc2ccc(C(=O)O)cc2)cc1	2	·	·	-1	5	4	9
C[C@@H]1CN([C@H](C)CO)C(=O)c2cc(C#C[C@@H](C)O)cnc2O[C@H]1CN(C)Cc1ccc(-c2ccccc2)cc1	-6	-4	-8	-4	5	2	3
Cc1cccc(C(=O)OCC(=O)Nc2ccccc2C(=O)NC2CC2)c1	-4	-3	6	1	2	-4	3
Cc1cc(NC(=O)CN2CCCCC2)no1	11	2	5	4	2	-2	-13
COC(=O)C[C@H]1C[C@@H]2c3cc(NC(=O)Nc4ccc(F)cc4)ccc3O[C@@H]2[C@@H](CO)O1	-45	3&11	13&-3	-4	1	-3	12&-10
CC(C)(C)N1CC(C(=O)O)CC1=O (stereo not given)	-4	1	4	-7	1	-3	1

(list continues)
SMILES	LGR2 antag	esBAF inh	Statin myotox sup	S100A4 inh HTS	CASP6 VEID inh	SIRT5 inh	FN deposit inh
Cn1c(SCC(=O)Nc2ccccc2)nnc1C(F)(F)F	-7	·	·	4	-4	0	11
O=C(N[C@@H]1CC[C@@H](CCNS(=O)(=O)c2ccc(F)cc2)O[C@@H]1CO)c1ccccn1	-4	3	-3	-13	-2	1	·
CN(Cc1cccc(F)c1)C(=O)c1ccc(NS(=O)(=O)c2ccc3[nH]c(=O)[nH]c3c2)cc1	0	·	·	-9	6	-3	-1
CCOC(=O)C1=C(C)N(CCCC(=O)O)C(=O)NC1c1ccc([N+](=O)[O-])cc1 (stereo not given)	-33	14	-8	-1	-5	-1	-8
COc1cccc(S(=O)(=O)Nc2noc3ccccc23)c1	8	1	1	-6	2	-3	2
CCOC(=O)Cn1c(O)c(N=NC(=O)OC)c2ccccc21	-5	-5	2	-3	1	-2	-26
Cc1ccccc1OCC(O)CN1CCC(C)CC1 (stereo not given)	-18	·	·	-3	-4	0	7
Cc1noc(C)c1S(=O)(=O)Nc1ccc2c(c1)C(=O)N([C@@H](C)CO)C[C@H](C)[C@H](CN(C)C(=O)Nc1ccc(F)cc1)OCCCC[C@H](C)O2	0	5	·	-11	3	8	8
Cc1c(C(=O)N2CCN(C3CCS(=O)(=O)C3)CC2)oc2c(F)cccc12 (stereo not given)	2	-2	-1	-1	4	0	-7
CCCNC(=O)N(C)C[C@H]1Oc2ncc(-c3ccc(OC)cc3)cc2C(=O)N([C@H](C)CO)C[C@@H]1C	2	1	2	-7	-2	-4	·
COc1ccc(S(=O)(=O)N2CCC(NC(=O)Nc3ccc(C)cc3)CC2)cc1	·	-2	56	·	·	·	-1
Cc1ccc(C(=O)OCC(=O)N(CCc2ccccc2)Cc2ccccc2)cc1S(=O)(=O)N1CCOCC1	-7	9	9	-1	2	-4	-6
O=C(/C=C/c1ccccc1)NC(=S)NNC(=O)c1cnccn1	·	·	·	2	1	-2	3
COc1ccc(C2c3[nH]c4ccccc4c3C[C@H]3C(=O)N(c4ccccc4C(=O)N4CCC[C@@H]4C(=O)O)C(=O)N23)cc1 (stereo not given in full)	-27	-2	-3	2	5	1	·
O=C(NCc1ccc(F)cc1)c1ccc(N2CCOCC2)c([N+](=O)[O-])c1	-2	2	-5	-4	3	2	2
CCN(C[C@H]1[C@@H](c2ccccc2)[C@@H](CO)N1C(C)=O)C(=O)c1ccccn1	-3	3	4	8	-2	2	-3
Nc1cc(=O)[nH]n1C1CCCCC1	-1	-10	3	-1	-2	0	-8
CC=Cc1ccc2n(c1=O)C[C@@H]1[C@@H](CO)[C@H](C(=O)Nc3ccccc3)N(CC)[C@H]21 (mixture of isomers)	-2	·	·	-14	0	-1	·
O=C(Nc1ccc(S(=O)(=O)N2CCCC2)cc1)c1cccs1	19	·	·	-2	-5	-1	-6
O=C(CSc1nc2ncc(Cl)cc2[nH]1)NCCc1ccc(F)cc1	·	-2	5	2	2	0	17
Cc1ccc(CNC(=O)C2CCCN2C(=O)Nc2ccc(C)cc2)cc1 (stereo not given)	21	-5	17	1	2	2	-3
Cc1ccc(S(=O)(=O)N(C)C[C@@H]2OCCCC[C@@H](C)Oc3ccc(NC(=O)Nc4c(C)noc4C)cc3C(=O)N([C@@H](C)CO)C[C@@H]2C)cc1	-11	2	·	-12	-1	-2	-8
CC(C)(C)C(C(=O)NCc1ccccc1)N1CCN(CCN2CCOCC2)CC1 (stereo not given)	-8	·	·	-1	-8	-7	-10
O=C(CSc1nnc(-c2cccc(Br)c2)o1)NCC1CCCO1 (stereo not given)	7	-4	8	-6	1	·	-5
Cc1nnc2n(C)c(=O)c3c4c(sc3n12)COC(C)(C)C4	2	·	·	-3	0	0	-4

Records above shown as hits in SIRT5 inh.
SMILES | LGR2 antag | esBAF inh | S100A4 inh HTS | CASP6 VEID inh | SIRT5 inh
C[C@@H]1CN([C@H](C)CO)S(=O)(=O)c2ccc(C3=CCCCC3)cc2O[C@@H]1CN(C)C(=O)Cc1cccnc1 | 12 | 2 | 5 | -2 | 15*

The list goes on:
SMILES	LGR2 antag	esBAF inh	Statin myotox sup	S100A4 inh HTS	CASP6 VEID inh	SIRT5 inh	FN deposit inh
COCCCn1cc(CN2CC(N3CCN(CCO)CC3)CS2(=O)=O)nn1 (stereo not given)	7	·	·	-1	2	-4	3
Cn1c(SCC(=O)NC(=O)CN2CCCC2=O)nnc1-c1ccc(F)cc1	-3	0	8	0	1	0	·
COC(=O)c1cc(C(=O)Nc2ccc(C)cn2)cc([N+](=O)[O-])c1	5	-12	6	2	10	-13	-8
CN1CCN(C(=O)C[C@@H]2CC[C@@H](NC(=O)Nc3ccccc3F)[C@H](CO)O2)CC1	17	-6	-6	0	1	1	-1
C[C@@H]1CN([C@H](C)CO)C(=O)c2cc(NS(C)(=O)=O)ccc2O[C@H]1CN(C)Cc1ccccc1	23	-4	22	12	6	-6	·
COc1ccc(C#Cc2ccc([C@@H]3[C@@H](CO)N4C(=O)CN(C(=O)c5ccc(F)cc5)C[C@@H]34)cc2)cc1	10	·	·	1	1	2	13
Cc1ccc2c(c1)cc(CN(Cc1ccco1)C(=O)COc1ccccc1)c1nnnn12	·	-3	-2	·	·	·	8
Cc1ccc(/C=N/n2c(COc3ccccc3)n[nH]c2=S)s1	6	-11	4	1	-2	-3	6
CN(C)C(=O)c1cccn(Cc2cccc(C(F)(F)F)c2)c1=O	-32	-4	2	1	0	-5	·
CC(=O)C1=C(C)Nc2ncnn2C1c1ccc(Br)cc1 (stereo not given)	0	-6	7	2	1	1	1
CO[C@@H]1CN(C)C(=O)c2ccc(NC(=O)Nc3ccccc3Cl)cc2OC[C@H](C)NC[C@H]1C	1	-6	3	-8	-3	1	4
Cc1cc(-c2c(C(=O)N3CCOCC3)c(C)nn2-c2ccccc2)no1	1	-4	5	4	-3	4	2
COc1ccc(-c2cc(C(=O)Nc3ccc(C)cc3)no2)cc1	-1	11	-16	·	·	·	3
C[C@H](CO)N1C[C@H](C)[C@@H](CN(C)S(C)(=O)=O)Oc2ccc(NC(=O)Cn3cnnn3)cc2CC1=O	-2	-3	-25	·	·	·	·
Cn1c(=O)c(Nc2ccc(Cl)cc2)c2c3c(cccc31)C(=O)c1ccccc1-2	?	·	·	1	3	-2	13
CCNC(=O)C[C@H]1CC[C@H]2[C@H](COc3ccc(NC(=O)c4ccc5c(c4)OCO5)cc3C(=O)N2C)O1	10	5	-10	6	1	1	0
C[C@H](CO)N1C[C@H](C)[C@H](CN(C)C(=O)Nc2ccc(F)cc2)Oc2ccc(NS(=O)(=O)c3ccc(F)cc3)cc2CC1=O	14	2	-11	7	·	7	·
Cc1cc(=O)n(CC=C(Cl)Cl)c2ccccc12	·	-3	-26	·	·	·	-7
Cc1ccc(NC(=O)CNc2cc(S(=O)(=O)N3CCOCC3)ccc2N2CCOCC2)cc1S(=O)(=O)N(C)C	4	3	-4	1	-1	-1	6
O=C(NC12CC3CC(CC(C3)C1)C2)N(Cc1ccccc1)Cc1ccncc1	10	-5	-7	4	3	-4	3
O=C(CNCCc1ccc(Cl)cc1Cl)NCc1ccco1	5	·	·	-1	-4	·	-2
CN(C)CCCN1C(=O)[C@@]2(Cc3ccccc31)c1ccccc1C(=O)N(Cc1ccccc1Cl)[C@H]2c1ccc(CO)cc1	·	·	·	-10	3	0	·

Looked up one by one from the entries so far (two):
SMILES	LGR2 antag	esBAF inh	Statin myotox sup	S100A4 inh HTS	CASP6 VEID inh	SIRT5 inh	FN deposit inh
Cn1c(SCC(=O)NC(=O)CN2CCCC2=O)nnc1-c1ccc(F)cc1	-3	0	8	0	1	0	·
Cn1c(=O)c(Nc2ccc(Cl)cc2)c2c3c(cccc31)C(=O)c1ccccc1-2	?	·	·	1	3	-2	13

Look-ups from the entries so far.
Value for `O=C(Nc1ccc(S(=O)(=O)Nc2ncccn2)cc1)c1cccc(S(=O)(=O)N2CCCC2)c1` under LGR2 antag: -17
Value for `Cc1cc(-c2c(C(=O)N3CCOCC3)c(C)nn2-c2ccccc2)no1` under CASP6 VEID inh: -3

Bioassay records (PubChem BioAssay)
